Assay outcomes from PubChem BioAssay.
Rab2 wt GTP: changes GTP binding to wildtype dog Rab2A, up or down | GTP binding activity, % at 10 µM | hit rate 0.19% among 190,000 | GST-Rab2 wt beads, Bodipy-GTP binding, flow cytometry | P61105;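 active means GTP binding activity at least 20 points away from 100%, either lowered or raised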;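 further: 0% = beads with excess unlabeled GTP and 100% = no-compound control corrected for plate trend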
ABCG2 inh: human ABCG2 inhibition, ABCB1 as counter-screen. AID 1325. IgMXP3 cells, JC-1 efflux, flow cytometry. inhibition, % at 6.6 µM. hit rate 0.1% among 190,000;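 active means inhibition above 80%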;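 further: 0% = DMSO and 100% = nicardipine control wells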
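Test system: IgMXP3 (ABCG2) plus far-red-tagged CCRF-Adr (ABCB1) cells / Amount: 3 million cells/mL in well / Reagent: JC-1 transporter substrate / Timing: 10 min compound exposure, 25 °C / Signal: flow cytometry, 530 nm JC-1 signal / Read-out: percent efflux inhibition, scaled nicardipine 100% to DMSO 0% / Benchmarks: nicardipine as high control, DMSO as low control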
Rac1 act GTP bind: modulators of GTP binding to human Rac1 activated mutant; GST-Rac1 activated beads, fluorescent GTP binding, flow cytometry; actives lie on both sides; 100% means binding = to untreated wells; hit rate 0.11% among 190,000; P63000; AID 764; percent activity (GTP binding), % at 10 µM;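 active means GTP binding at least 20 percentage points away from the 100% baseline, in either direction, so actives lie on both sides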
Rab7 wt GTP bind: alters GTP binding to wildtype dog Rab7. GST-Rab7 beads, fluorescent GTP binding, flow cytometry; actives lie on both sides; untreated = 100%, excess cold GTP = 0%. GTP binding activity (percent of control), % at 10 µM. hit rate 0.055% among 190,000. AID 758;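 active means fluorescent GTP binding to Rab7 beads changed by at least 20 points from the 100% baseline, either direction, mostly lower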;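 further: median green fluorescence of bound Bodipy-FL-GTP per Rab7 bead population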
Avidin bead fluor: compound fluoresces at 488/530 nm on avidin beads | compound fluorescence 488/530 nm, flow cytometry; hits give high values | fluorescence (KMESF) at 10 µM | hit rate 0.38% among 220,000 | AID 1775; in the data active means fluorescence above about 47; further: inactives centre near 10
HRas wt GTP bind: changes GTP binding to wildtype human HRas. hit rate 0.14% among 190,000. GST-Ras wt beads, Bodipy-FL-GTP binding, flow cytometry; actives lie on both sides. GTP binding activity, % at 10 µM. AID 759;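 active means GTP binding activity at least 20% away from the 100% baseline, either lowered as inhibitor or raised as activator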;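 further: 0% = unlabeled GTP competition control and 100% = no-compound control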
Target sequence (P01112 whole entry, looked up): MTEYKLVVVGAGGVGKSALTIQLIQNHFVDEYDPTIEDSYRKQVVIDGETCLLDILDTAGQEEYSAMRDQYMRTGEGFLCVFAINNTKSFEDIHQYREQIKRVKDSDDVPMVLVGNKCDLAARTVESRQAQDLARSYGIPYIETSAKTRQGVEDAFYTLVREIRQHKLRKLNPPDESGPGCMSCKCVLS
Rac1 wt GTP bind: modulators of human Rac1 wildtype GTP binding; P63000; GST-Rac1 beads, fluorescent GTP binding, flow cytometry; actives lie on both sides; 0 = cold GTP competed, 100 = untreated; GTP binding activity (% of control), % at 10 µM; hit rate 0.27% among 190,000;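 active means GTP binding activity at least 20 points away from the 100% control level, either lower or higher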
ABCB1 inh: human ABCB1 inhibition, ABCG2 as counter-screen | P08183 | CCRF-Adr cells, JC-1 efflux, flow cytometry | inhibition, % at 6.6 µM | hit rate 0.067% among 190,000 | AID 1326; in the data active means inhibition above about 40%;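 further: 0% = vehicle and 100% = reference inhibitor; higher value means more JC-1 retained so stronger ABCB1 efflux block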
Pf gamet viab: kills late stage P. falciparum gametocytes. inhibition, % at 10.9 µM. P. falciparum stage V gametocytes, ATP luminescence, 24 h. AID 743093. hit rate 0.065% among 150,000;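 active means inhibition above the mean plus 3 SD of compounds within the control limits, set per campaign, cut at about 38% in these data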;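 further: 0% = DMSO wells and 100% = medium only without gametocytes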
Cdc42 wt: changes GTP binding to wildtype human Cdc42 | GST-Cdc42 beads, Bodipy-GTP binding, flow cytometry; actives lie on both sides | hit rate 0.2% among 190,000 | percent activity (GTP binding), % at 10 µM;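 active means percent activity GTP binding at least 20 points away from the 100% baseline, either down as inhibitor or up as activator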;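 further: median bead fluorescence of bound Bodipy-FL-GTP at 100 nM; 0% = excess unlabeled GTP control and 100% = no compound control; below 100% means less GTP binding so inhibitor and above means activator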
Target sequence (P60953 whole entry, looked up): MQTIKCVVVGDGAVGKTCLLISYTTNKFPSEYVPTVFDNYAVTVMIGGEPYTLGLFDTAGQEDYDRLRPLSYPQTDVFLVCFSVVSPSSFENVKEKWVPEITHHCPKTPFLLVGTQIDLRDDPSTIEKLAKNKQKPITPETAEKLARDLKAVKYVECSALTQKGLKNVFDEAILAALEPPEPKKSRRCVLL
GSH bead fluor: GSH bead compound fluorescence profile | GSH beads flow cytometry, compound fluorescence 488/530 nm; hits give high values | fluorescence (KMESF) at 10 µM | hit rate 0.25% among 190,000; in the data active means fluorescence above about 89;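 further: glutathione beads carrying GST-tagged Bcl family fusion proteins plus one bare bead set; values are compound well signal with DMSO vehicle wells as background; inactives centre near 16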
Starred values were filed as active, the others as inactive; . = no result given; & = joins results of further samples.

Below each SMILES: Rab2 wt GTP	ABCG2 inh	Rac1 act GTP bind	Rab7 wt GTP bind	Avidin bead fluor	HRas wt GTP bind	Rac1 wt GTP bind	ABCB1 inh	Pf gamet viab	Cdc42 wt	GSH bead fluor
Cc1ccsc1C1C(C#N)=C(N)OC2=C1C(=O)CC(C)C2 (stereo not given)
 : 98	8	95	96	15	97	100	-0.4	-3	99	9
O=C(CCC1CCCN(C(=O)c2ccncc2)C1)NCc1ccc(F)c(F)c1 (stereo not given)
 : 97	1	92	99	6	94	94	0.3	12	94	14
N[C@@H](Cc1ccccc1)c1nnc2sc(SCc3ccccc3)nn12
 : 99	19	98	99	14	101	102	-0.5	15	95	33
CCc1ccc(C2CC(c3ccc(Cl)cc3)n3nc(N)nc3N2)cc1 (stereo not given)
 : 97	0	96	100	6	98	98	-0.3	.	98	18
CCOC(=O)c1cnc(-c2ccccc2)nc1N
 : 91	1	91	82	12	85	92	-0.2	.	92	27
CN1CCc2c(sc3c2c(NCc2ccco2)nc2nnnn23)C1
 : 98	1	98	101	6	101	105	-0.1	.	102	3
O=C(O)CC(NC(=O)c1ccncc1)c1ccccc1 (stereo not given)
 : 95	0	93	97	20	94	96	0.5	9	95	11
CC(C)[C@H](NS(=O)(=O)c1ccccc1)C(=O)OCC(=O)Nc1ccccc1Sc1ccccc1
 : 101	-2	98	102	2	102	105	1.2	-2	103	6
Cc1nc(N)c(Cc2ccccc2F)c(N)n1
 : 103	0	100	102	34	101	103	-0.1	15	106	15
CCOC(=O)CC1=C(C(=O)OCC)C(c2ccncc2)C(C#N)=C(N)O1 (stereo not given)
 : 98	0	98	101	20	100	102	0.1	.	102	15
COc1cccc(NC(=O)NC2CCCCC2C)c1 (stereo not given)
 : 98	4	95	103	5	98	98	0.6	6	98	12
Cc1cc(C)nc(NS(=O)(=O)c2ccc(N3C(=O)C4CC=C(Cl)CC4C3=O)cc2)n1 (stereo not given)
 : 95	2	97	97	18	98	98	0.6	10	97	16
Cc1sc2c(c1C)CN(C(C)(C)C)CN2C(=O)c1ccccc1
 : 98	3	98	98	39	99	100	0.8	.	98	18
O=C(COC(=O)CC1CC2CCC1C2)Nc1cccc(S(=O)(=O)NC2=NCCCCC2)c1 (stereo not given)
 : 95	4	92	97	5	95	98	0.1	17	96	20
COc1cc(C=O)cc(Br)c1OCC(N)=O
 : 98	1	99	100	11	99	102	-0.1	4	94	18
O=C(NN=C1CCCCCCCCCCC1)c1ccccc1F
 : 94	21	97	98	17	96	97	1.7	-9	99	10
COCc1[nH]nc2c1C(c1ccccc1F)C(C#N)=C(N)O2 (stereo not given)
 : 101	14	101	98	34	101	107	0.7	-2	104	24
O=C(CN(Cc1cccs1)S(=O)(=O)c1ccc(S(=O)(=O)N2CCCCC2)cc1)Nc1ccccc1
 : 100	0	101	103	6	103	107	0.2	-20	104	10
COc1ccccc1C(=O)NC(CCSC)C(=O)OCC(=O)NC(=O)NCc1ccco1 (stereo not given)
 : 102	1	101	104	10	106	110	0.1	-6	105	8
Cc1ncc(CO)c(/C=N/NC(=O)c2cc3c(s2)CCCC3)c1O
 : 98	-2	93	97	8	100	96	-1.3	1	92	14

3 structures already listed, sorted by SMILES length, falling.
Below each SMILES: Rab2 wt GTP	ABCG2 inh	Rac1 act GTP bind	Rab7 wt GTP bind	Avidin bead fluor	HRas wt GTP bind	Rac1 wt GTP bind	ABCB1 inh	Pf gamet viab	Cdc42 wt	GSH bead fluor
O=C(CN(Cc1cccs1)S(=O)(=O)c1ccc(S(=O)(=O)N2CCCCC2)cc1)Nc1ccccc1
 : 100	0	101	103	6	103	107	0.2	-20	104	10
CC(C)[C@H](NS(=O)(=O)c1ccccc1)C(=O)OCC(=O)Nc1ccccc1Sc1ccccc1
 : 101	-2	98	102	2	102	105	1.2	-2	103	6
Cc1nc(N)c(Cc2ccccc2F)c(N)n1
 : 103	0	100	102	34	101	103	-0.1	15	106	15

Other structures
Letters: A = Rab2 wt GTP; B = ABCG2 inh; C = Rac1 act GTP bind; D = Rab7 wt GTP bind; E = Avidin bead fluor; F = HRas wt GTP bind; G = Rac1 wt GTP bind; H = ABCB1 inh; I = Pf gamet viab; J = Cdc42 wt; K = GSH bead fluor
COc1ccc(OCC(=O)OCCN(C)C)cc1
  A = 102	B = 3	C = 104	D = 101	E = 35	F = 103	G = 108	H = 0.4	I = 10	J = 108	K = 13

CC(C)(CNC(=O)c1cc(=O)[nH]c2ccccc12)N1CCOCC1
  A = 96	B = 2	C = 94	D = 95	E = 12	F = 98	G = 95	H = 0.1	I = 3	J = 98	K = 52

Cn1nnc2cc(C(=O)NCc3ccc4c(c3)OCO4)ccc21
  A = 98	B = 29	C = 107	D = 96	E = 23	F = 101	G = 112	H = 0.9	I = 11	J = 108	K = 26

O=S(=O)(c1ccc(F)c2ccccc12)N1CCCCC1
  A = 99	B = 2	C = 98	D = 99	E = 7	F = 98	G = 99	H = -0.2	I = 14	J = 98	K = 29

CCOC(=O)c1c(NC(=O)Cn2c(=O)oc3ccccc32)oc(C)c1C(C)=O
  A = 101	B = 29	C = 101	D = 101	E = 28	F = 103	G = 108	H = 0.9	I = .	J = 107	K = 22

Cc1nn(CC(=O)Nc2ccc(S(=O)(=O)N(C)C)cc2)c(C)c1[N+](=O)[O-]
  A = 102	B = 7	C = 101	D = 102	E = 10	F = 101	G = 102	H = 0.3	I = 11	J = 98	K = 11

CCc1ccc2c(c1)C1(NN=C(c3cccc4ccccc34)S1)C(=O)N2 (stereo not given)
  A = 97	B = -2	C = 97	D = 100	E = 18	F = 100	G = 101	H = -1.4	I = .	J = 99	K = 13

O=C(CNC(=O)c1ccc(Cl)cc1Cl)OCC(=O)c1ccc2c(c1)OCCO2
  A = 101	B = 5	C = 97	D = 103	E = 8	F = 101	G = 103	H = -0.4	I = 9	J = 100	K = 59

Cc1nc(NC(=O)c2ccccc2)sc1-c1csc(Nc2ccc(Cl)cc2Cl)n1
  A = 96	B = -2	C = 97	D = 99	E = 5	F = 99	G = 100	H = -0.5	I = .	J = 100	K = 24

CC(NC(=O)C1CCCC1)c1ccc2c(c1)OCCO2 (stereo not given)
  A = 100	B = 6	C = 99	D = 101	E = 12	F = 100	G = 103	H = 0.8	I = 13	J = 101	K = 29

O=C(O)Cn1cc(C(=S)N2CCCCC2)c2ccccc21
  A = 95	B = -9	C = 94	D = 94	E = 10	F = 95	G = 94	H = -1.2	I = 4	J = 96	K = 14

C=CCOc1c(Cl)cc(CNc2ccc(C)c(Cl)c2)cc1OC
  A = 96	B = 1	C = 96	D = 100	E = 26	F = 98	G = 101	H = 0.1	I = .	J = 96	K = 23

CC(C)(C)OC(=O)NNC(=O)c1ccc(Cl)cc1
  A = 99	B = 0	C = 102	D = 98	E = 9	F = 100	G = 107	H = 0.1	I = -23	J = 99	K = 18

O=C(CCc1ccc(S(=O)(=O)N2CCOCC2)cc1)NN=C1CCCCCCC1
  A = 101	B = 2	C = 100	D = 101	E = 16	F = 103	G = 105	H = 0.6	I = 17	J = 101	K = 20

CCC(CC)C1C(C#N)=C(N)SC(N)=C1C#N
  A = 100	B = -1	C = 100	D = 98	E = 4	F = 102	G = 104	H = -0.9	I = .	J = 101	K = 15

O=C1C(=O)N(CCOCCO)C(c2ccccn2)/C1=C(\O)c1ccccc1 (stereo not given)
  A = 97	B = 2	C = 101	D = 98	E = 22	F = 100	G = 100	H = 0.6	I = 21	J = 101	K = 14

O=S(=O)(Nc1ccc2nc(-c3ccc(Br)o3)[nH]c2c1)c1ccccc1
  A = 96	B = 3	C = 97	D = 97	E = 17	F = 97	G = 94	H = 0.2	I = .	J = 96	K = 5

O=C(Oc1cccc(-c2cnc3ccccc3n2)c1)c1ccco1
  A = 95	B = 2	C = 96	D = 95	E = 32	F = 96	G = 95	H = 0.3	I = -3	J = 98	K = 8

O=S(=O)(c1cccc(C(F)(F)F)c1)N(CCCN1CCOCC1)Cc1cccs1
  A = 101&97	B = 18&1	C = 100&95	D = 101&105	E = 12&9	F = 102&98	G = 106&94	H = 3.2&2.5	I = -27	J = 102&101	K = 31&20

CCOC(=O)c1c(-c2cccc([N+](=O)[O-])c2)csc1NC(=O)C1CCCCC1
  A = 97	B = 10	C = 97	D = 101	E = 4	F = 100	G = 103	H = 1.2	I = .	J = 96	K = 166*

Single records, from the list above. Order of values: Rab2 wt GTP | ABCG2 inh | Rac1 act GTP bind | Rab7 wt GTP bind | Avidin bead fluor | HRas wt GTP bind | Rac1 wt GTP bind | ABCB1 inh | Pf gamet viab | Cdc42 wt | GSH bead fluor
CCc1ccc(C2CC(c3ccc(Cl)cc3)n3nc(N)nc3N2)cc1 (stereo not given) across the screens: 97 | 0 | 96 | 100 | 6 | 98 | 98 | -0.3 | . | 98 | 18
COc1ccccc1C(=O)NC(CCSC)C(=O)OCC(=O)NC(=O)NCc1ccco1 (stereo not given) across the screens: 102 | 1 | 101 | 104 | 10 | 106 | 110 | 0.1 | -6 | 105 | 8
CN1CCc2c(sc3c2c(NCc2ccco2)nc2nnnn23)C1 across the screens: 98 | 1 | 98 | 101 | 6 | 101 | 105 | -0.1 | . | 102 | 3
O=S(=O)(c1ccc(F)c2ccccc12)N1CCCCC1 across the screens: 99 | 2 | 98 | 99 | 7 | 98 | 99 | -0.2 | 14 | 98 | 29

Not a hit list; any-hit rate near 1.1%.
